BAP1 block: inhibitors of human BAP1 deubiquitinase | Q92560 | recombinant BAP1, Ub-AMC hydrolysis fluorescence kinetic; hits give low values | activity remaining (% of control), % at 20 µM | 0.48% of 72,000 active | AID 436;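 active = activity remaining at or below 50% of control, provided the compound also passes the data quality filters; inactive = the rest, including low values that fail the filters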;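 note: 100% = DMSO wells rate and 0% = substrate alone blank rate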
Target sequence (Q92560 whole entry, looked up): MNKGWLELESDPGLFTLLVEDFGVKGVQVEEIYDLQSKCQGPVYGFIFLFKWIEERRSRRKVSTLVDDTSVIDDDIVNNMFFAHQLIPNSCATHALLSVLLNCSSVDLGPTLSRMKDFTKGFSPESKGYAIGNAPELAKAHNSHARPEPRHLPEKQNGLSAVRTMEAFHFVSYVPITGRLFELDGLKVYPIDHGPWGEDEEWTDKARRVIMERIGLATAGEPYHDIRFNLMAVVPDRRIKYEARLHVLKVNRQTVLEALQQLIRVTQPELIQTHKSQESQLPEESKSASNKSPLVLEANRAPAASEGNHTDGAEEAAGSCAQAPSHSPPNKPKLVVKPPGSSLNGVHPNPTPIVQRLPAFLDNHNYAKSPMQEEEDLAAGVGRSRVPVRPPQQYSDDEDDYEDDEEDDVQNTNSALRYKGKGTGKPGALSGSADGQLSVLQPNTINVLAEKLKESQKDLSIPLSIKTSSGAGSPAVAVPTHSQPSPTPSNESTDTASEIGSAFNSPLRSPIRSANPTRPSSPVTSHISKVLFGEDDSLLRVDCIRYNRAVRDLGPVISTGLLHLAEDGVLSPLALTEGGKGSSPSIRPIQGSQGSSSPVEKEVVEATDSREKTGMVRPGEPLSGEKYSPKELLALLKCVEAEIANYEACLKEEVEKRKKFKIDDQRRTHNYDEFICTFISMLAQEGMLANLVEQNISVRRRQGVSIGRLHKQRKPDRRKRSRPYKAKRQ
HePTP inh: inhibitors of human HePTP phosphatase | P35236 | recombinant HePTP phosphatase activity, OD absorbance | inhibition, % at 20 µM | 0.64% of 110,000 active; in the data active = inhibition above about 50%;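 note: plate controls were vehicle for no effect and reference inhibitor for full effect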
Target sequence (P35236 whole entry, looked up): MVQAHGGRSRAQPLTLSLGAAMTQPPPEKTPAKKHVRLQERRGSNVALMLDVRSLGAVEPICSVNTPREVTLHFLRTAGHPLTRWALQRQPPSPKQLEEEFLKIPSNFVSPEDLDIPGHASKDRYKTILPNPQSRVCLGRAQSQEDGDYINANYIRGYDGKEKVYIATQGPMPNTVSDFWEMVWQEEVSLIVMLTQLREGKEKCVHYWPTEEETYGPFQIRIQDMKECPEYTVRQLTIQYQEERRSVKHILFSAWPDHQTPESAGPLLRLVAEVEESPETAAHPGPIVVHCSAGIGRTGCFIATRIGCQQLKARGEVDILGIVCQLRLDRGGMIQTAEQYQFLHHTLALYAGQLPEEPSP
* = called active by the depositor; . = not tested or not shown; & = joins results of further samples.

SMILES	BAP1 block	HePTP inh
CCCC(C)C1C(C#N)=C(N)Oc2c1c(=O)oc1ccccc21 (stereo unspecified)	86.9	4.7&0.6
Cc1cccc(C)c1NC1=NCCCS1	142.3&96.6	4.2
O=Cc1cn(Cc2cccc3ccccc23)c2ccccc12	.	3.2
CN1C(=O)NC(=O)/C(=C/c2cn(C)c3ccccc23)C1=O	.	-6.6
Cc1cc(C=C2C(=O)NC(=O)NC2=O)c(C)n1-c1cccnc1	.	3.1
CC(=O)OC1CCC2(C)C(=CCC3C4C/C(=C\c5ccc([N+](=O)[O-])cc5)C(=O)C4(C)CCC32)C1 (stereo unspecified)	.	-10.6
CN1CN(Cc2ccccc2)CN/C1=N/[N+](=O)[O-]	.	3.2
O=C(Cc1ccccc1)N1CCN(Cc2ccc(F)cc2)CC1	.	-1.4
Cc1ccccc1-n1c(/C=C/c2ccc(Cl)cc2)nc2ccccc2c1=O	.	-1.4
CC(=O)[C@H]1CCC2C3CC[C@H]4C[C@H](O)CC[C@]4(C)C3CC[C@@]21C (stereo partly specified)	92.9	.
Cc1cc(OCC(=O)Nc2cc(C)nn2-c2ccccn2)c2c3c(c(=O)oc2c1)CCC3	92.0	-12.0
CC(C)CC(NC(=O)C1CCCCC1)C(=O)N1CCC2(CC1)OCCO2 (stereo unspecified)	90.8	2.9
O=C(CCS(=O)(=O)c1ccc(Br)cc1)N1CCC2(CC1)OCCO2	96.5	2.0
CCN1C[C@]2(C)CC[C@H](O)[C@@]34C5C[C@@H]6[C@@H](OC)C[C@@](O)(C5[C@H]6O)[C@@H](CC23)C14 (stereo partly specified)	98.8	.
Cc1cc(C)cc(-n2c(C)cc(C=C3C(=O)NC(=O)NC3=O)c2C)c1	.	7.2
Cc1cc([N+](=O)[O-])c(C)cc1-c1ccc(C=C2C(=O)NC(=O)NC2=O)o1	.	-19.4
C#C[C@]1(O)CC[C@H]2[C@@H]3CCC4=CC(=O)CC[C@]4(C)[C@H]3CC[C@@]21C	60.9	10.6
COc1ccc(CN2CCN(C(=O)Cc3ccccc3)CC2)cc1Br	.	-3.1
COC(=O)C1C2C(=O)N(c3ccc([N+](=O)[O-])cc3)C(=O)C12c1ccc(C)cc1 (stereo unspecified)	.	-0.6
Cn1c(O)c(C=Nc2ccc3c(c2)CCC3)c(=O)n(C)c1=O	66.8	13.7&3.7
Cc1c(C(=O)N2CCC3(CC2)OCCO3)oc2ccccc12	83.6	4.4
O=C1C2CCCN2C(c2cccs2)N1c1ccccn1 (stereo unspecified)	106.5	5.5
CCc1ccc(/C=C2/C(=O)NC(=O)N(c3ccc(OC)cc3)C2=O)cc1	.	-4.9
COC(=O)c1ccc(CN2CCN(Cc3ccccc3)CC2)cc1	94.6	-0.4
CC1(C)OC(c2ccccc2)=C/C(=C/C=C2C(=O)NC(=O)NC2=O)O1	.	-8.4

The list goes on, overlapping the part above by 7 compounds.
SMILES	BAP1 block	HePTP inh
COC(=O)C1C2C(=O)N(c3ccc([N+](=O)[O-])cc3)C(=O)C12c1ccc(C)cc1 (stereo unspecified)	.	-0.6
Cn1c(O)c(C=Nc2ccc3c(c2)CCC3)c(=O)n(C)c1=O	66.8	13.7&3.7
Cc1c(C(=O)N2CCC3(CC2)OCCO3)oc2ccccc12	83.6	4.4
O=C1C2CCCN2C(c2cccs2)N1c1ccccn1 (stereo unspecified)	106.5	5.5
CCc1ccc(/C=C2/C(=O)NC(=O)N(c3ccc(OC)cc3)C2=O)cc1	.	-4.9
COC(=O)c1ccc(CN2CCN(Cc3ccccc3)CC2)cc1	94.6	-0.4
CC1(C)OC(c2ccccc2)=C/C(=C/C=C2C(=O)NC(=O)NC2=O)O1	.	-8.4
C=CCn1c(O)c(C(C)=NCc2cc(OC)cc(OC)c2)c(=O)[nH]c1=O	103.7	7.6
O=C(c1cc2c(s1)CCCC2)N1CCC2(CC1)OCCO2	114.4	4.2
O=C(Cc1ccccc1)N1CCN(Cc2c[nH]c3ccccc23)CC1	103.7	1.7
CC(C)n1nnnc1CN1CCN(C)CC1	107.1	7.4
CCOC(=O)c1c(C)n(COCCO)c2ccc(O)cc12	100.7	-4.1
Cc1cccc(C2=NCC(=O)N(CC(=O)NCc3ccco3)c3sc4c(c32)CCCC4)c1	79.9	11.6
COc1cccc(C=C2C(=O)NC(=S)NC2=O)c1	.	20.1
O=C1NC(=O)N(C2CCCCC2)C(=O)C1C1c2ccccc2C(=O)N1Cc1ccccc1 (stereo unspecified)	99.5	-4.0
Cc1ccc(-n2c(O)c(C=Nc3ccccc3N)c(=O)[nH]c2=O)cc1C	114.0	4.5
CCC(=O)N1N=C2C3CCN(CC3)C2C1c1ccc([N+](=O)[O-])cc1 (stereo unspecified)	101.8	6.0
O=C1NC(=S)N(c2ccc(Br)cc2)C(=O)/C1=C/c1ccc(-c2ccccc2C(=O)O)o1	.	22.2
O=C1NC(=O)N(c2ccccc2)C(=O)/C1=C/c1ccoc1	.	6.8
Clc1ccc(COC(Cn2ccnc2)c2ccc(Cl)cc2Cl)cc1 (stereo unspecified)	90.7	12.7
CN(C)c1ccc(CN2CC=C(c3ccc(F)cc3)CC2)cc1	100.1	3.4
CCN(CC)CCCC(C)N=C(c1ccccc1)c1c(O)n(C)c(=O)n(C)c1=O (stereo unspecified)	87.9	1.4
Cc1ccc2c(c1)C1CN(C)CCC1N2C(=O)Cn1cnc2c1c(=O)n(C)c(=O)n2C (stereo unspecified)	112.7	4.6
CCCCC1(CN2CCCC2=O)C(=O)NC(=O)NC1=O	112.2	10.1
c1ccc(C2CC3CC4(CCCC4)N2O3)cc1 (stereo unspecified)	93.0	5.8&5.4
O=C(CCc1nc(-c2ccccc2F)no1)N1CCC2(CC1)OCCO2	99.8	6.2
Cc1nn(C2CCOC(C)(C)C2)c2c1C(c1ccc3c(c1)OCO3)SCC(=O)N2 (stereo unspecified)	.	4.5
C[C@@H](N)Cc1cnc[nH]1	91.9	.
COc1ccc(CNCCc2ccc(Cl)cc2)cc1	.	-0.8
CCOCCN1CCC(OC(C)=O)C(C)C1 (stereo unspecified)	100.1	-7.8
COc1ccc(O)c(CN2CCN(Cc3cccc(C)c3)CC2)c1	.	-4.7
Cc1ccc(C)c(C2(O)CC(C)N(C)CC2C)c1 (stereo unspecified)	147.9	-7.8

(next part)
SMILES	BAP1 block	HePTP inh
O=P1(N(CCCl)CCCl)NCCCO1 (stereo unspecified)	103.6	.
COc1ccccc1-n1c(O)c(C=NCc2ccc3c(c2)OCO3)c(=O)[nH]c1=O	101.0	2.4
Clc1cccc(CNCCc2ccc3c(c2)OCO3)c1	.	5.3
COc1ccccc1CN1CCCCC1c1cccnc1 (stereo unspecified)	102.8	5.7
CC1(C)CC2(CCO1)NCCN1C(=O)CSC12 (stereo unspecified)	97.8	7.8&7.4
CN1CCN(CC(=O)Nc2ccc(Cl)cc2C(=O)c2ccccc2)CC1	62.7	5.9
Cc1nc2cc(C(F)(F)F)ccc2n1C1CCN(Cc2nnnn2Cc2cccs2)CC1	.	7.0
CCOc1cccc(C2NCc3ccccc3-n3cccc32)c1O (stereo unspecified)	94.3	3.0
CCc1ccc(OCCCN=C(C)c2c(O)n(C)c(=O)n(C)c2=O)cc1	103.5	-2.2
CCCCCCCOC(=O)CC(CN)c1ccccc1 (stereo unspecified)	.	9.0
CC(C)CCNC(=O)c1c(N)n(CC2CCCO2)c2nc3ccccc3nc12 (stereo unspecified)	.	8.5
Oc1ccc2c3c1O[C@H]1c4[nH]c5ccccc5c4C[C@@]4(O)C(C2)N(CC2CC2)CCC314 (stereo partly specified)	96.3	.
O=c1[nH]c(=O)n(Cc2ccccc2)c(O)c1C=NCCCO	106.0	3.9
O=C1NC(=O)C(=Cc2cccc(OCc3ccccc3)c2)C(=O)N1	.	6.3
C=CCN1C[C@@H](C)N([C@H](c2ccc(C(=O)N(CC)CC)cc2)c2cccc(OC)c2)C[C@@H]1C	88.2	.
N#Cc1cc2c(nc1SCC(=O)Nc1ccc(Cl)cc1)C1CCN2CC1	97.4	3.4
c1ccc(CCCN2CCN(C3CCCCC3)CC2)cc1	.	-1.8
Cc1sc2ncn(CC(=O)N3CCC4(CC3)OCCO4)c(=O)c2c1C	107.1	5.5
COc1cccc(OCC(=O)N2CCN(C)CC2)c1	96.7	1.7&5.3
Nc1ncc(P(=S)(N2CCOCC2)N2CCOCC2)s1	114.7	2.7
COc1cc(OC)c(OC)cc1C=C1C(=O)NC(=S)NC1=O	.	7.0
COc1ccc2c(c1)c(C(=O)O)c(C)n2CC(C)C	148.3	10.9
O=C1NC(=O)N(c2cccc(Br)c2)C(=O)/C1=C/c1ccc(-c2ccc(C(=O)O)cc2)o1	.	9.3
CCOC(=O)c1ncn2c1[C@@H]1CCCN1C(=O)c1cc(OC)ccc1-2	97.5	.
O=C(NCC(c1cccnc1)N1CCN(c2ccccc2F)CC1)Oc1ccccc1 (stereo unspecified)	107.4	3.4

Other structures follow:
SMILES	BAP1 block	HePTP inh
O=C1NCCN2CCCC12 (stereo unspecified)	111.2	-1.4
O=c1c(Cl)c(Cl)[nH]c(Cl)c1Cl	53.1	.
O=C(COc1ccc(Br)cc1)N1CCN(C2CCCC2)CC1	101.3	6.0
C=CCOC(=O)C1=C(C)OC(N)=C(C(=O)OCC)C12C(=O)N(CC(N)=O)c1ccccc12 (stereo unspecified)	94.5	7.4
COc1ccc(O)c(CN2CCN(Cc3ccc(C)cc3)CC2)c1	.	-4.1
NCC(CP(=O)(O)O)c1ccc(Cl)cc1 (stereo unspecified)	86.3	.
COc1ccc(O)c(CN2CCN(Cc3ccc(F)cc3)CC2)c1	.	-10.6
Cc1cc(OCC(=O)OC(C)C)c2c3c(c(=O)oc2c1)CCCC3	78.9	6.1
Cc1ccc2c(c1)C1CN(C)CCC1N2C(=O)c1ccc(Br)o1 (stereo unspecified)	111.2	-3.7
COC(C(=O)Nc1ccc(Br)cc1C(=O)c1ccccc1Cl)c1ccccc1 (stereo unspecified)	.	-1.3
O=c1[nH]c(=O)n(C2CCCCCC2)c(O)c1C=NCCCN1CCOCC1	114.8	6.3
O=C1C=CC(=O)C=C1	91.0	.
Cc1ccc(Cn2c(C)c3cnn(CC(=O)N4CCC5(CC4)OCCO5)c(=O)c3c2C)cc1	105.1	6.3
CC(=O)Nc1ccc(OC(=O)N(C)c2ccccc2)cc1	88.2	4.7
CCCCn1c(O)c(C(C)=NCCN2CCCCC2)c(=O)[nH]c1=O	112.0	6.0
Cc1ccc(-n2c(C(F)(F)F)nc3ccccc3c2=O)cc1	92.7	.
Cc1ccc(N)c(C(=O)c2cccc(Cl)c2)c1	68.8	.
O=C1NC(=O)C(=Cc2cccc(O)c2)C(=O)N1	.	-11.3
NC(CCCCCP(=O)(O)O)C(=O)O (stereo unspecified)	99.7	.
O=[N+]([O-])c1ccc(N2CCOCC2)c(F)c1Br	.	2.8
CCOP(=O)(C#CC(C)(C)C)C(O)(c1ccccc1)C(F)(F)F (stereo unspecified)	98.7	-1.1
COc1cc(C=C2C(=O)NC(=S)NC2=O)cc(Br)c1OCc1c(C)no[n+]1[O-]	.	-0.8
Nc1ccccc1N=Cc1c(O)n(CCC2=CCCCC2)c(=O)[nH]c1=O	88.6	1.5
CC(C(N)=O)N1CC(c2ccc(Cl)cc2)CC1=O (stereo unspecified)	100.2	-7.3
Cc1cccc(NC(=O)CSc2nnc([C@@H](N)Cc3c[nH]c4ccccc34)o2)c1C	93.0	-3.0

(continued)
SMILES	BAP1 block	HePTP inh
CC(=O)Nc1ccccc1OC(=O)N(C)C	96.4	-2.8
CCCC1(CCC)C(=O)NC(=NCc2ccccc2)NC1=O	117.9	1.6
NCC1(CC(=O)O)CCCCC1	102.8&82.7	-5.0
CN(C(=O)Oc1cccc2cccnc12)c1ccccc1	93.7	0.0
O=C(CCn1c(=O)oc2ccccc21)N1CCC2(CC1)OCCO2	89.1	-10.0
O=C1NC(=S)NC(=O)C1=Cc1ccccc1OCc1ccccc1F	.	4.6
FC(F)(F)/C(=N\P(=S)(N1CCOCC1)N1CCOCC1)N1CCOCC1	.	6.6
CC12CN3CC(c4ccccc4)(CN(C1)C31CCCCC1)C2=O	110.3	2.8
CCC(N)C(=O)c1c(C)cc(C)cc1C (stereo unspecified)	.	4.7
CCc1ccc(CNCCc2ccc3c(c2)OCO3)cc1	.	-12.0
O=C(Nc1cccnc1)c1c(O)c2c(n(Cc3ccccc3)c1=O)CCCC2	48.0*	8.0
Cc1cccnc1-n1c(CN2C(=O)c3ccccc3C2=O)nc2ccccc2c1=O	118.7	0.3&8.5
CCCC(C)n1[nH]c(=O)c2c1NC(=O)CSC2c1ccc(OC)c(OC)c1 (stereo unspecified)	73.8	0.1
CC1=CC(=O)C2=C(C)CC(O)C3C(C)C(=O)OC3C12 (stereo unspecified)	82.5	3.2
Cc1ccc(-n2c(-c3ccncc3)nc3ccccc3c2=O)cc1	.	-4.0
CN(C)C(=O)Oc1ccc(OC(=O)N(C)C)cc1	99.4	9.7
C=CCc1cc(/C=C2/C(=O)NC(=O)N(C)C2=O)cc(OC)c1O	.	-2.8
C1CCC2(C1)NN2CCN1NC12CCCC2 (stereo unspecified)	.	-3.7
CC(Cc1ccccc1)NC(=O)C(c1ccc(N)cc1)c1ccc(N)cc1 (stereo unspecified)	.	-10.4
O=C1C2CCCN2C(c2cccnc2)N1c1cccc(Cl)c1 (stereo unspecified)	94.9	7.1
O=C(Nc1ccc(Cl)cc1C(=O)c1ccccc1)c1cc2ccccc2o1	.	-7.3
CCOP(C)(=O)CN1CCCCC1 (stereo unspecified)	.	5.1
Cc1nc2ccccc2c(=O)n1-c1ccc(O)cc1	.	-8.6
COc1cccc(OC)c1C1=NCC(=O)Nc2c1oc1ccc(Br)cc21	77.5	6.2
CCCCn1c(O)c(C(CC)=Nc2ccc(OCC)cc2)c(=O)[nH]c1=O	57.2	5.6
COc1cccc(CN2CCN(Cc3cc(Br)ccc3O)CC2)c1	.	4.6
CCCCP(=O)(O)c1ccccc1	99.3	1.0

Two entries picked at random from the list so far:
SMILES	BAP1 block	HePTP inh
O=C1C2CCCN2C(c2cccnc2)N1c1cccc(Cl)c1 (stereo unspecified)	94.9	7.1
O=C(Nc1cccnc1)c1c(O)c2c(n(Cc3ccccc3)c1=O)CCCC2	48.0*	8.0

Compound activity: PubChem BioAssay, several laboratories

An excerpt; the hit share may differ from the screen's.
